Dynein cargo inh: blocks dynein driven cargo transport along microtubules | 3617.4 mouse cells, GR-EGFP nuclear translocation imaging; test concentration mostly 20 µM; stimulated with dexamethasone, 1 µM; stronger effect = lower value | z-score, hits read low | 0.47% of 220,000 active | AID 1381;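 active means plate z-score of nuclear minus cytoplasmic receptor signal below a set negative limit, without overly bright fluorescence or cell loss, cut at about -3.5 in these data, passing the limit was not always enough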;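 further: z-score of nuclear minus cytoplasmic ring GR-EGFP intensity difference per well; some compounds called inactive have numbers as strong as hits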
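medium = tetracycline-free induction medium containing charcoal-stripped FBS | also added = 1.0 µM final dexamethasone stimulus | schedule = 48 h induction, 1 h compound, 30 min dex at 37 °C | technique = fixed, Hoechst-stained cells imaged at 10x for EGFP | measure = GR-EGFP nuclear translocation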
MT stabilizer: stabilizes microtubules in HeLa cells; HeLa tubulin immunostaining HCS, 24 h; share of cells brighter than vehicle mean+2SD; % tubulin-high responders, % at 10 µM; 0.83% of 200,000 active;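 active means plate Z-score above 3 for both tubulin-high and condensed-nucleus cell shares, with cell loss under 80%, at 10 µM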;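 further: anti alpha tubulin signal scored within the nucleus-defined area of each cell; some results filed as inactive read as strong as hits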
Hep lipid drop: modulators of hepatic lipid droplet formation. 0.4% of 240,000 active. AML12 mouse hepatocytes, oleate lipid droplets, BODIPY imaging. inhibition, % at 6.5 µM;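 active means lipid droplet intensity inhibited by at least 50%, with more than 500 cells counted; inconclusive means wells with under 300 cells, treated as cytotoxic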
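System: AML12 hepatocytes (mouse). Probe or stimulus: oleic acid at 100 µM to induce lipid droplet formation. Times: overnight treatment with compound plus oleate. Detection: Image-based BODIPY and DAPI two-channel analysis. Evaluation: percent inhibition of filter-corrected integrated lipid droplet intensity per well.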
WT yeast gro inh: growth inhibition of WT yeast, mitochondrial fusion screen; mitochondrial fusion phenotypic screen, WT strain; inhibition, % at 10 µM; 2.1% of 190,000 active; AID 1362; in the data active means inhibition above about 58%; tested in S. cerevisiae
Ins promoter up: MIN6 insulin promoter up-regulation; MIN6 insulin promoter-GFP reporter, high-content imaging; stronger effect = higher value; z-score at 5 µM; 0.3% of 190,000 active;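 active means z-score above 3 at 5 µM with at least 500 cells counted in the well; inconclusive means wells under 500 cells, flagged as cytotoxic or low count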
bCat nuc transl: alters nuclear translocation of beta-catenin in HeLa cells. immunofluorescence imaging. nuclear translocation activity, % at 5 µM. 0.3% of 190,000 active;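 active means nuclear translocation activity above 50% at 5 µM, with a well cell count of 50 or more; inconclusive means wells under 50 cells across six images, flagged as toxic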;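 further: per-cell ratio of nuclear to cytoplasmic median beta-catenin stain intensity; plate controls were DMSO negative control for no effect and GSK-3 inhibitor IX positive control for full effect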
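Test system: human HeLa cell line; Doses: 5 µM primary, 0.02–20 µM confirmation; Incubation: 24 h compound exposure, 37°C; Detection: beta-catenin immunofluorescence imaging with DAPI; Read-out: beta-catenin nuclear/cytoplasmic ratio, % activation.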
Autophagy mod: autophagy modulation, high-content screen. MEF GFP-LC3 puncta imaging; test concentration mostly 10 µM. calls only at 10 µM (by protocol). 0.98% of 190,000 active. AID 463193;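 active means percentage of spot-positive cells more than 3 SD above its plate mean, without a fluorescence outlier flag or 80% toxicity; inconclusive means no clear call, values can overlap the other calls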;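 further: spot-positive cell cutoff set from DMSO-treated cells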
CSM14.1 death rescue: rescue of cells from ER stress-induced death, primary screen, 384-well, CSM14.1, thapsigargin, ATP luminescence (AID 1222) | CSM14.1 thapsigargin-induced death rescue, ATP luminescence; higher % means a stronger effect | cellular ATP content (survival), % at 20 µM, or EC50 in µM where a hit was titrated | 190,000 tested, under 10 active;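 active means EC50 below 50 µM in the dose-response confirmation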;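 further: death triggered by thapsigargin at about 15 µM added after 2 h compound pretreatment; cell ATP read after overnight thapsigargin exposure of roughly 18 to 22 hours; normalized against plate controls of thapsigargin alone and 5% DMSO vehicle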
XIAP displacement: small molecules displacing peptide from XIAP – biochemical, IAP family, fluorescence polarization (AID 1018). XIAP BIR domain, fluorescence polarization peptide displacement; higher % means a stronger effect. one-dose displacement, % at 20 µM; IC50 in µM for titrated hits. 0.007% of 200,000 active; in the data active means displacement above about 50%; further: a part of the inactive calls stands beside numbers as strong as those of hits
WT yeast gro inh mutant strain: recorded beside WT yeast gro inh, whose call it bears; inhibition, %; mitochondrial fusion phenotypic screen, mutant strain inhibition
Dynein cargo inh cytoplasmic EGFP: second read-out of Dynein cargo inh, no call of its own (marks repeat the call); z-score; measured here: cytoplasmic GR-EGFP intensity; stronger effect = higher value
Dynein cargo inh nuclear GR-EGFP: further read-out of Dynein cargo inh, marked with its call; z-score; measured here: nuclear GR-EGFP intensity;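 lower value marks the stronger effect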
Dynein cargo inh cell count: further read-out of Dynein cargo inh, marked with its call; z-score; measured here: cell count per field
Ins promoter up cell count: also measured in Ins promoter up; calls as there; cell count; measured here: cytotoxicity, nuclei count;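 total cells summed across four imaged fields per well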
Hep lipid drop cells 6.5 µM: recorded beside Hep lipid drop, whose call it bears; cell count; measured here: cell count, cytotoxicity flag;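 cells counted across two imaged fields per well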
bCat nuc transl cell count 5 µM: also measured in bCat nuc transl; calls as there; cell count; measured here: cell count, cytotoxicity flag
MT stabilizer Hoechst-high %: also measured in MT stabilizer; calls as there; % Hoechst-high responders; measured here: nuclear condensation Hoechst responders;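 share of cells brighter than vehicle mean plus two SD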
MT stabilizer cytotoxicity %: further read-out of MT stabilizer, marked with its call; toxicity, %; measured here: cytotoxicity by cell density;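 0% = mean cell density of plate MIN control wells and 100% = no cells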
Autophagy mod cell loss 18 h: recorded beside Autophagy mod, whose call it bears; toxicity, %; measured here: cell loss, nuclei count;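 cell loss after 18 h compound exposure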
* = called active by the depositor; i = inactive; ? = inconclusive; / = not tested or not shown.

SMILES	Dynein cargo inh	Dynein cargo inh cytoplasmic EGFP	Dynein cargo inh nuclear GR-EGFP	Dynein cargo inh cell count	MT stabilizer	MT stabilizer Hoechst-high %	MT stabilizer cytotoxicity %	Hep lipid drop	Hep lipid drop cells 6.5 µM	WT yeast gro inh	WT yeast gro inh mutant strain	Ins promoter up	Ins promoter up cell count	bCat nuc transl	bCat nuc transl cell count 5 µM	Autophagy mod	Autophagy mod cell loss 18 h	CSM14.1 death rescue	XIAP displacement
COc1cccc(OCCCCCCN2CCOCC2)c1	-0.62	-0.25	-0.17	1.5	2.1	1.4	10	-3	731	12	28	-0.81	873	/	/	i	-15	-1.9%	-4.1%
CC1CCCN(CCOCCSc2ccccc2)C1 (stereo not drawn)	0.71	-0.21	0.63	-1	3.0	1.7	8.9	1	647	16	33	?	/	-0.1	530	i	27	-0.1%	-4.7%
COc1ccc(C(=O)N2CC3(C)CC2CC(C)(C)C3)cc1OC (stereo not drawn)	0.042	-0.24	0.41	0.61	3.7	2.4	5.5	-4	689	-10	6	/	/	2.2	1022	i	-9	-1.7%	4.9%
CCC1(CC)NC(=S)N(Nc2ccccc2)C1=O	0.53	-0.29	0.38	0.48	2.8	1.2	2.9	/	/	2	0	0.07	1020	/	/	i	2	3.5%	-2.3%
COCCNC(=O)c1cccc(C)c1[N+](=O)[O-]	0.91	-0.21	0.18	-0.54	4.2	2.2	10	2	640	4	-6	0.21	1457	-1.4	1135	i	-4	-0.9%	-2.2%
Cc1cccc(C)c1NS(=O)(=O)c1ccc2c(c1)C(=O)c1ccccc1C2=O	-0.27	-0.22	-0.2	0.52	2.0	1.8	0.3	17	615	2	17	0.83	1443	/	/	i	17	1.7%	-5.1%
O=C(CSCc1cc(=O)[nH][nH]1)Nc1ccc(F)cc1	-0.35	0.038	-0.015	-0.21	4.2	2.1	0.7	0	725	16	-13	/	/	1.3	1251	i	12	-2.3%	-18%
Cc1cc(C)c2c(=O)[nH]c(SCC(=O)c3ccc(C(C)C)cc3)nc2n1	0.00095	0.3	0.21	-0.51	3.1	2.1	9.1	-5	768	12	-8	-0.79	753	2.0	1196	i	-6	-2.5%	-2.2%
Cc1cc(C)c2c(CN3CCN(C/C=C/c4ccccc4)CC3)cc(=O)oc2c1	-0.63	-0.18	-0.43	0.8	2.3	0.8	7.0	/	/	50	43	-1.2	1004	-3.9	822	i	0	-1.0%	-8.0%
COc1cc2c(cc1OC)C(=O)Cc1ccc3c(c1CN(C)CC2)OCO3	-0.23	-0.31	0.00037	0.79	3.9	1.5	9.4	-16	598	3	-15	-0.97	1411	-2.3	1170	i	1	-0.8%	-1.3%
S=c1[nH]nc(COc2ccc(Cl)cc2)n1Cc1ccco1	0.86	-0.34	-0.011	-0.088	5.8	0.8	6.7	20	716	31	33	0.16	1300	0.1	1125	i	1	0.4%	1.0%
CS(=O)(=O)c1ccccc1C(=O)Nc1nc2ccccc2[nH]1	0.48	-0.31	0.23	0.56	/	/	/	1	762	/	/	-0.16	1436	0.1	1284	/	/	/	/
COCc1ccc([C@@H]2C[C@H]3CN(Cc4cccnc4)C(=O)[C@]34CCCN24)o1	0.06	-0.22	0.069	-0.21	7.1	1.5	5.2	7	725	-15	-6	-1.5	1495	-1.1	1014	i	-25	0.3%	-3.5%
CCCCNC(=O)CCn1c(=S)[nH]c2cc3c(cc2c1=O)OCO3	-1.5	-0.21	-0.81	0.43	3.6	2.8	6.2	/	/	-5	-11	/	/	/	/	i	-23	3.9%	-3.8%
CCOC(=O)CSc1nnc(CNC(=O)c2ccc([N+](=O)[O-])cc2)n1C	-0.24	-0.3	-0.17	0.47	2.1	2.0	4.8	-2	669	-5	-2	-0.43	1363	0.1	1141	i	-15	/	-5.4%

Overlap with the part before: three entries, then new ones.
SMILES	Dynein cargo inh	Dynein cargo inh cytoplasmic EGFP	Dynein cargo inh nuclear GR-EGFP	Dynein cargo inh cell count	MT stabilizer	MT stabilizer Hoechst-high %	MT stabilizer cytotoxicity %	Hep lipid drop	Hep lipid drop cells 6.5 µM	WT yeast gro inh	WT yeast gro inh mutant strain	Ins promoter up	Ins promoter up cell count	bCat nuc transl	bCat nuc transl cell count 5 µM	Autophagy mod	Autophagy mod cell loss 18 h	CSM14.1 death rescue	XIAP displacement
COCc1ccc([C@@H]2C[C@H]3CN(Cc4cccnc4)C(=O)[C@]34CCCN24)o1	0.06	-0.22	0.069	-0.21	7.1	1.5	5.2	7	725	-15	-6	-1.5	1495	-1.1	1014	i	-25	0.3%	-3.5%
CCCCNC(=O)CCn1c(=S)[nH]c2cc3c(cc2c1=O)OCO3	-1.5	-0.21	-0.81	0.43	3.6	2.8	6.2	/	/	-5	-11	/	/	/	/	i	-23	3.9%	-3.8%
CCOC(=O)CSc1nnc(CNC(=O)c2ccc([N+](=O)[O-])cc2)n1C	-0.24	-0.3	-0.17	0.47	2.1	2.0	4.8	-2	669	-5	-2	-0.43	1363	0.1	1141	i	-15	/	-5.4%
CCOc1ccc(CSC(CC(=O)O)C(=O)O)cc1 (stereo not drawn)	-1.5	-0.26	-0.67	-0.013	2.7	2.2	4.4	/	/	-6	-3	1.1	1285	-5.2	1376	i	8	-1.1%	-4.6%
O=C(NN=C1CCCCCCCCCCC1)c1ccncc1	-0.43	-0.32	-0.18	0.25	3.4	2.4	1.7	-2	787	-5	2	0.27	1153	/	/	i	1	-1.2%	-4.3%
CCC/C=N/NC(=O)C1COc2ccccc2O1 (stereo not drawn)	0.39	-0.29	0.24	-0.3	2.9	1.4	5.5	-15	699	6	9	0.46	1178	-4.4	1167	i	-5	-0.9%	-4.9%
COc1ccc(Cl)cc1Nc1nc(-c2sc(NC(=O)CC(C)C)nc2C)cs1	0.24	-0.2	0.41	-0.15	3.1	1.3	5.7	/	/	-6	3	-1.2	1278	2.3	879	i	14	0.4%	-7.1%
CC(=O)N1CCN(C(=S)Nc2cc(S(=O)(=O)N3CCOCC3)ccc2Cl)CC1	1.6	-0.2	0.45	-1	2.0	1.8	1.4	-2	662	-8	-16	-1	1005	-3.6	1055	i	-21	1.3%	-6.4%
COc1cc2nc(CN(C)Cc3ccc(OC)c(OC)c3OC)[nH]c(=O)c2cc1OC	2.5	0.015	2	-2.2	2.2	2.9	16	-11	660	0	-7	-0.57	1318	3.3	1191	i	-20	-1.1%	-1.6%
COc1cccc(Cn2cc(C(=O)NCCN(C)C)nn2)c1	-0.88	-0.29	-0.56	1.3	2.3	2.1	3.6	-15	699	0	12	-1.1	1687	0.8	1498	i	22	-2.4%	-10%
COc1cc(OC)nc(Oc2ccc(NC(C)=O)cc2)n1	-1	-0.32	-0.31	-0.17	5.0	2.1	9.2	-1	690	-12	5	-0.22	1339	-0.5	1088	i	-2	-1.0%	-3.2%
COc1ccc2c(c1)-c1nc(N)sc1CC2	-0.48	-0.27	-0.078	0.19	2.7	2.1	6.3	-1	667	14	21	0.01	1440	-0.3	1524	i	-13	0.4%	-4.6%
COc1ccc(Nc2nc(-c3ccccc3)nc3ccccc23)cc1S(=O)(=O)N1CCOCC1	-0.66	-0.62	-0.17	-0.26	/	/	/	5	688	/	/	-2.4	870	-0.2	1260	/	/	/	/
CCn1c(CSc2nnc(-c3ccc4c(c3)OCO4)o2)nc2cc(S(=O)(=O)N(C)C)ccc21	-0.68	-0.18	-0.15	0.034	2.7	2.7	2.2	-1	715	16	-4	-2.1	1266	-1.1	1071	i	9	-2.6%	0.5%
Cc1nc(Nc2ccc3c(c2)OCCO3)c2oc3ccccc3c2n1	0.69	-0.19	0.45	-0.66	4.5	1.2	2.2	1	810	25	25	-0.48	1298	-1.3	1150	i	16	0.1%	-7.9%
COc1ccc(C(=O)Cn2c(C(=O)/C=C/c3ccccc3)nc3ccccc32)cc1	-0.08	0.49	0.43	-0.61	4.6	2.7	3.7	16	819	14	21	1	782	-1.6	1131	i	32	-2.3%	-25%
CC1CCC2C(=O)N(c3ccc(C(=O)Oc4cccc5cccnc45)cc3)C(=O)C2C1 (stereo not drawn)	-0.44	-0.22	-0.13	0.15	3.8	2.6	6.7	12	699	-16	6	0.48	1377	-0.6	1119	i	6	-0.4%	-6.9%
Cc1ccc(NC(=O)NCc2ccccn2)cc1	0.18	-0.27	0.08	0.61	2.6	1.5	6.2	2	705	-6	-4	1.1	1394	-0.7	1457	i	33	-1.7%	-6.1%
C=CCn1c(SC)nc2sc3c(c2c1=O)CCc1ccccc1-3	0.62	-0.18	0.4	-0.082	2.3	1.5	6.7	-28	625	17	0	-0.33	1315	-0.3	983	i	1	-2.2%	-3.9%
CN1CCN(C(=S)NC(=O)c2ccc(Cl)cc2)CC1	-1	-0.33	-0.45	1	2.4	2.9	9.1	15	659	-7	6	-1.1	1555	2.0	922	i	-1	0.6%	-4.8%
COC(=O)c1ccc(COc2ccc(NC(C)=O)cc2)o1	-0.48	-0.27	-0.13	0.15	/	/	/	2	702	/	/	0.51	1080	2.4	1273	/	/	/	/
Cc1ccccc1NC(=S)NC(=O)CCc1ccccc1	-0.26	-0.12	-0.35	0.25	0.2	1.6	11	/	/	12	-13	-0.4	1467	0.1	1318	i	1	-2.5%	-8.0%

Screening data deposited in PubChem BioAssay by several laboratories.
